From PubChem BioAssay
TbPYK inhibitor: blocks Trypanosoma brucei pyruvate kinase; Q57TT1; TbPYK enzyme, Kinase-Glo Plus ATP luminescence, 45 min; Potency, µM (doses to about 76.8 µM), for inactives: at the highest dose activity, negative = inhibition, hits mostly inhibitors; hit rate 0.12% among 410,000; AID 624173; active means well fitted inhibition curve with a large enough effect; inconclusive means small, poorly fitted or top-dose-only effect; further: nearly all actives have a fitted effect of over 50% in size
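T. brucei PYK with substrate was exposed to pin-transferred compounds across a concentration series, then started with 130 uM ADP (final). After 45 min at room temperature, Kinase-Glo Plus luminescence was read, normalized and curve-fitted.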
* marks the source's active call; other numbers are inactive results; ? = inconclusive; [ ] = dose if it differs, or a comment. On the % scale 0 is the no-effect control and ±100 the full control effect; potency means the concentration at half of the fitted maximal effect. Only part of the results is shown (hit frequency here may not be typical).

Compound,TbPYK inhibitor
N#Cc1ccccc1Cn1c(=O)n(Cc2ccc(C(=O)NC3CCN(Cc4ccccc4)CC3)cc2)c(=O)c2ccccc21,-1.6%
CCc1ccc(Oc2c(C(F)(F)F)oc3c(CN4CCN(C)CC4)c(O)ccc3c2=O)cc1,3.4%
CC(=O)Nc1nonc1-c1nnc(SCc2ccc(C)cc2)n1C,-5.7%
COc1ccc(C(=O)c2cn(Cc3ccc(F)cc3)c3c(F)cc(F)cc3c2=O)cc1,-1.3%
Cc1cccc(-c2nnc(SCC(=O)Nc3ccc(C)c(C)c3)o2)c1,-2.4%
O=C(c1ccc2c(c1)N(Cc1cccc(Cl)c1)C(=O)c1ccccc1S2=O)N1CCC(Cc2ccccc2)CC1 (stereo not given),0.1%
Cc1cccc(NC(=O)N2CCC(CN3CCCCCC3)CC2)c1C,-1.9%
CCOc1ccc(CCNS(=O)(=O)c2cc(Br)cc3c2N(C(C)=O)CC3)cc1OCC,-9.2%
Cn1cccc1C(=O)N1CCC2(CCN(Cc3ccncc3)CC2)CC1,0.0%
CC(Nc1oc(-c2ccc(COc3ccc(Cl)cc3)o2)nc1C#N)c1ccccc1 (stereo not given),0.1%
CCOC(=O)c1ccccc1NS(=O)(=O)c1ccc(N2CCCCS2(=O)=O)cc1,-4.7%
Cc1ccc(-c2noc(C(C)NC(=O)c3ccco3)n2)cc1 (stereo not given),-5.4%
CCOC(=O)c1[nH]c2ccccc2c1NC(=O)c1cc(OCC)c(OCC)c(OCC)c1,3.9%
CN1CCC2(CC1)CCN(C(=O)c1ccncc1)CC2,0.0%
CC(=O)Nc1c(C)nn(-c2ccccc2)c1N1CCC(C(=O)NCc2cccc(Cl)c2)CC1,2.9%
COc1ccc(-n2nc(C(=O)N3CCCC(C)C3)c3c4ccccc4n(C)c3c2=O)cc1Cl (stereo not given),3.6%
CCOC(=O)c1sc2ccccc2c1S(=O)(=O)Nc1cccc(C(F)(F)F)c1,-7.9%
Cc1cccc(C(=O)OCc2cc(=O)n3nc(-c4cccs4)sc3n2)c1,-2.6%
O=C(Cn1c(=O)n(Cc2ccccc2)c(=O)c2sc3ccccc3c21)Nc1ccc(F)cc1,-3.0%
O=C(CSC1=Nc2ccccc2N=C(c2ccc(F)cc2)C1)NCc1ccccc1,6.2%
COc1ccc(C2(N3CCN(c4cc(C)ccc4C)CC3)C(=O)c3ccccc3C2=O)cc1,-4.6%
Cc1ccc(C)c(NC(=O)c2nc(S(=O)(=O)Cc3ccc(F)cc3)ncc2Cl)c1,0.6%
CCCOc1ccc(NC(=O)CC2C(=O)N(c3ccc(F)cc3)C(=O)N2CC(C)C)cc1 (stereo not given),0.4%
Cc1ccccc1Cn1nnc2c(=O)[nH]c(C3CCCN(C(=O)c4ccc(C(C)(C)C)cc4)C3)nc21 (stereo not given),0.9%
COc1cc(C2CC(=O)N(c3ccc(C)c(Cl)c3)C3=C2C(=O)OC3)cc(OC)c1OC (stereo not given),-6.9%
Cc1ccc(C)c(NC(=O)Cn2ccn(-c3ccc(F)cc3)c(=O)c2=O)c1,1.9%
Cc1ccc(C)c(NC(=O)CSc2nnc(C)n3c2cc2occc23)c1,-9.9%
COc1ccc(CCCc2nnc(SCC(=O)Nc3ccc(Cl)cc3)o2)cc1,-0.1%
O=C(CSc1nc2ccccc2nc1Cc1ccc(Cl)cc1)N1CCc2ccccc21,?
COc1cccc(NC(=O)c2oc3ccccc3c2NC(=O)Cc2cccc(C)c2)c1,0.9%
Cc1ccc(NC(=O)c2oc3ccccc3c2NC(=O)Cc2ccccc2)cc1,-4.7%
COc1cccc(N2CCN(C(=O)CN3C(=O)COc4ccc(S(=O)(=O)N5CCC(C)CC5)cc43)CC2)c1,2.7%
CC(NC(=O)c1ccc2c(c1)N(Cc1ccc(Cl)cc1)C(=O)CS2)c1ccccc1 (stereo not given),4.7%
COC(=O)Cc1c(C)c2ccc3c(c2oc1=O)CN(Cc1ccccc1OC)CO3,1.2%
O=C(O)c1ccc(CNCc2ccc(Cl)cc2)s1,0.9%
Fc1cccc(-n2ncc3c2ncn2nc(Cc4ccccc4)nc32)c1,3.2%
Cc1ccc(S(=O)(=O)c2nc(-c3ccco3)oc2SCC(=O)Nc2ccc(F)cc2)cc1,2.6%
CC(=O)C1=C(c2ccc(C)c(C)c2)N(C(C)=O)n2c(nnc2-c2ccc(Cl)cc2)S1,-4.4%
Cc1cc2oc3c(c(=O)c2cc1C)C(c1ccc(C(C)C)cc1)N(c1nc(C)c(C)s1)C3=O (stereo not given),-3.8%
COC(=O)c1ccccc1NC(=O)CSc1c2c(nc3ccc(Cl)cc13)CCCC2,0.0%
COc1cccc(N2CC(NC(=O)/C=C\c3ccc4c(c3)OCO4)CC2=O)c1 (stereo not given),-3.8%
O=C(c1cccc(F)c1)N1CCC[C@@]2(CCN(Cc3ccncc3)C2)C1,0.0%
Cc1cccc(NC(=O)c2ccc(CNS(=O)(=O)c3ccc4c(c3)C(C)(C)C(=O)N4C)cc2)c1,1.5%
CCCCS(=O)(=O)c1nc(-c2ccc(Br)cc2)cc(-c2ccccc2)c1C#N,0.2%
COc1ccc(CCNC(=O)CCCn2c(=O)c3ccccc3n(Cc3ccccc3C#N)c2=O)cc1OC,3.4%
Cc1csc2nc(COC(=O)c3ccc(F)cc3)cc(=O)n12,6.8%
COc1ccc(Nc2nc(N)c3cc(OC)c(OC)cc3n2)cc1,-1.9%
O=S(=O)(c1ccccc1)N1CCC2(CCCN(Cc3ccncc3)C2)CC1,0.0%
COc1cc(OC)c(NC(=O)N2CCc3c([nH]c4ccccc34)C2c2ccccc2F)cc1Cl (stereo not given),2.2%
COc1ccc(NC(=O)c2cc(C3CC3)nc3c2c(C)nn3-c2ccccc2)cc1OC,3.6%
CCCCOc1cccc(C2c3c(-c4cc(C)ccc4O)n[nH]c3C(=O)N2CCOC)c1 (stereo not given),-2.2%
COc1ccc(-c2nc3scc(CCNS(=O)(=O)c4ccc(Oc5ccccc5)cc4)n3n2)cc1OC,0.5%
CCCn1c(=O)sc2cc(NC(=O)c3ccccc3Cl)ccc21,2.5%
CC(C)CC(C(=O)NCc1ccc(F)cc1)N1Cc2ccccc2C1=O (stereo not given),1.9%
COc1ccc(-c2noc(-c3ccc(C)cc3Cl)n2)cc1OC,1.9%
Cc1ccc(-n2nc(CO)c(C(=O)NCCCc3ccccc3)n2)cc1C,-3.3%
Cc1ccc(CNC(=O)CCCN2C(=O)CCn3nc(-c4cccn4C)cc32)cc1,4.4%
CC(=O)N1CCc2cc(S(=O)(=O)NC(Cc3ccccc3)C(=O)Nc3ccc(C)cc3C)ccc21 (stereo not given),-12.0%
CCc1ccc2oc(C(=O)NCC(c3ccc(Cl)cc3)N3CCOCC3)c(C)c2c1 (stereo not given),1.5%
CCc1ccc(C2C(C(=O)Nc3ccccc3OC)=C(C)Nc3nc(SCc4ccccc4)nn32)cc1 (stereo not given),2.9%

Later entries.
Compound,TbPYK inhibitor
CC(=O)c1ccc(NC(=O)C2CCC(CNS(=O)(=O)c3ccc4c(c3)CCCC(=O)N4)CC2)cc1 (stereo not given),1.1%
CCOc1ccccc1NC(=O)CN(c1cc(C)cc(C)c1)S(=O)(=O)c1c(C)nn(C)c1C,-5.1%
NC(=O)Cn1c(=O)n(CCCCCC(=O)NCc2ccccc2Cl)c(=O)c2sccc21,-1.5%
Cc1ccc(NC(=O)C2CCN(c3nnc(-n4cccc4)s3)CC2)cc1Cl,-10.2%
CC(=O)c1cc(-c2ccc(F)cc2)n(CC(=O)Nc2cc(C)cc(C)c2)c1C,-1.2%[15.4 µM]
COc1ccc(N2CC(NC(=O)c3ccc(S(=O)(=O)N4CCOCC4)cc3)CC2=O)cc1OC (stereo not given),5.1%
CCN(CC)S(=O)(=O)c1ccc2c(c1)nc(CN(C)C(=O)Nc1ccc(C)c(Cl)c1)n2C,-1.2%
Cc1cc(C)c(-c2n[nH]c3c2C(c2ccccc2F)N(CCO)C3=O)c(O)c1 (stereo not given),0.5%
CCCCOc1ccc(CNC(=O)Cc2ccc(NC(=O)N3CCCCc4ccccc43)cc2)cc1,5.1%
CC1CCCCN1S(=O)(=O)c1ccc(C(=O)Nc2sc3c(c2C(N)=O)CC(C)(C)NC3(C)C)cc1 (stereo not given),1.9%
CC1=C(C(=O)OC2CCCCCC2)C(c2ccc(Cl)cc2)CC(=O)N1 (stereo not given),5.8%
O=C(Cc1ccc(F)cc1)NC1CC(=O)N(c2ccc3c(c2)OCCO3)C1 (stereo not given),1.8%
O=C(c1ccccc1Cl)N(Cc1ccco1)Cc1ccco1,-1.2%
Cc1cccc(N2CCN(C(=O)c3ccc(Nc4nc5ccccc5n5nnnc45)cc3)CC2)c1C,-0.7%
COc1cccc(Cn2c(=O)c(C)nc3cnc(Oc4cccc(Cl)c4)nc32)c1,-3.7%
CCOc1ccc2nc(N3CCCC(C(=O)Nc4c(C)cccc4C)C3)sc2c1 (stereo not given),-5.5%
O=C(Cn1c(=O)oc2cc(S(=O)(=O)N3CCCCCC3)ccc21)NCc1ccccc1Cl,0.6%[15.4 µM]
CCc1ccc2nc(N3CCN(C(=O)c4ccccc4)CC3)sc2c1,-6.0%
COc1cc(C2C(C(=O)Nc3ccccc3)=C(C)Nc3nc(SCC(=O)c4ccc(C)cc4)nn32)ccc1O (stereo not given),0.1%
O=C(Nc1ccc(F)c(Cl)c1)C1Cc2ccccc2CN1S(=O)(=O)c1ccc(F)cc1 (stereo not given),-6.4%
CCc1ccc2oc(C(=O)NCCc3ccc(OC)c(OC)c3)cc(=O)c2c1,-6.0%
CCc1ccccc1NC(=O)c1cnc(N2CCCCC2)c2ccccc12,-1.4%
CCC(Sc1nc2cc(OC)c(OC)cc2c2nc(-c3ccccc3)nn12)C(=O)Nc1cccc(C)c1 (stereo not given),2.5%
CCOCCCNC(=O)C(c1ccc(C)cc1)N(Cc1cccs1)C(=O)c1ccc(NC(C)=O)cc1 (stereo not given),-3.9%
CCOc1ccc(C(=O)NCC(c2ccco2)S(=O)(=O)c2ccc(C)cc2)cc1 (stereo not given),-7.8%
O=C(COc1ccc(F)cc1)OCc1cc(=O)n2nc(-c3cccs3)sc2n1,-0.7%
COc1cc(OC)cc(C(=O)Nc2ccc3oc(-c4ccccc4C)nc3c2)c1,-8.7%
O=C(NCc1cccc(Cl)c1)c1ccc(NC(=O)N2CC3CCCN3c3ccccc32)cc1 (stereo not given),-21.3%
COc1ccccc1CNC(=O)Cc1csc2nc(-c3ccccc3)cn12,-5.2%
O=C(c1cc(C(F)(F)F)cc(C(F)(F)F)c1)N1CCC2(CC1)CN(c1ccncc1)C2,0.6%
COc1ccccc1CCNC(=O)Cc1c(C)c2cc3c(C)coc3cc2oc1=O,-4.2%
